Bioassay records: PubChem, several laboratories
P. falciparum M1AAP = malaria alanyl aminopeptidase activity blockers – biochemical, fluorogenic H-Leu-NHMec substrate, 1536-well (AID 1445). recombinant M1AAP, H-Leu-NHMec fluorogenic kinetic assay; higher % means a stronger effect. 0.42% of 220,000 active. inhibition, % at 30 µM; hits with a dose series show IC50 in µM;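 active means primary inhibition above the hit cutoff, then over 50% inhibition at one or more dose response concentrations, cut at about 23% in these data, passing the limit was not always enough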;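 further: plate controls were DMSO full reaction for no effect and no enzyme background for full effect; strong numbers were not always called active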
WT yeast gro inh = growth inhibition of WT yeast, mitochondrial fusion screen. mitochondrial fusion phenotypic screen, WT strain. inhibition, % at 10 µM. 2.1% of 190,000 active. AID 1362; in the data active means inhibition above about 58%; tested in S. cerevisiae
Autophagy HCS = alters autophagy in cells. 0.98% of 190,000 active. calls only at 10 µM (by protocol). AID 463193. MEF GFP-LC3 puncta imaging; test concentration mostly 10 µM;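 active means percentage of spot-positive cells more than 3 SD above its plate mean, without a fluorescence outlier flag or 80% toxicity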;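 further: spot-positive cell cutoff set from DMSO-treated cells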
Dynein transport = dynein cargo transport inhibition; 3617.4 mouse cells, GR-EGFP nuclear translocation imaging; test concentration mostly 20 µM; stimulated with dexamethasone, 1 µM; active compounds read low; z-score, hits read low; 0.47% of 220,000 active;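 active means plate z-score of nuclear minus cytoplasmic receptor signal below a set negative limit, without overly bright fluorescence or cell loss, cut at about -3.5 in these data, passing the limit was not always enough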;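 further: z-score of nuclear minus cytoplasmic ring GR-EGFP intensity difference per well; some compounds called inactive have numbers as strong as hits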
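Also added: dexamethasone, 1.0 µM final. Medium: tet-free, stripped-serum medium. Detection: fixed, Hoechst-stained cells imaged at 10x for EGFP. Read-out: nuclear-to-cytoplasmic GR-EGFP distribution per well. Times: induction 48 h, compound 1 h, agonist 30 min.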
T cell modulator = modulates CD8 T cell binding to vesicles; 2C CD8+ T cell-vesicle binding, flow cytometry; active compounds read low; calls only at 7 µM; 0.068% of 330,000 active; AID 2052;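 active means response, share of CD8 T cells binding vesicles, and their 90th percentile fluorescence all below set limits, cut at about 80% in these data, passing the limit was not always enough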
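Material: murine 2C transgenic CD8+ T lymphocytes / Also added: QL9-peptide-loaded Drosophila micro-vesicles bearing Ld, ICAM-1 and B7-1 / Schedule: binding step 1.5 h, 37 °C, antibody labelling 20 min, ice / Signal: flow cytometry, PE anti-B7-1 (FL2) versus Alexa647 anti-CD8 (FL8), PFA-fixed / Evaluation: percent CD8+ FL2 mean versus row control / Benchmarks: naked versus QL9-loaded vesicles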
MT stabilizer = microtubule stabilizers in HeLa cells. HeLa tubulin immunostaining HCS, 24 h; share of cells brighter than vehicle mean+2SD. 0.83% of 200,000 active. % tubulin-high responders, % at 10 µM;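 active means plate Z-score above 3 for both tubulin-high and condensed-nucleus cell shares, with cell loss under 80%, at 10 µM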;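 further: anti alpha tubulin signal scored within the nucleus-defined area of each cell; some results filed as inactive read as strong as hits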
bCat nuc transl = alters nuclear translocation of beta-catenin in HeLa cells. immunofluorescence imaging. nuclear translocation activity, % at 5 µM. 0.3% of 190,000 active;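 active means nuclear translocation activity above 50% at 5 µM, with a well cell count of 50 or more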;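 further: per-cell ratio of nuclear to cytoplasmic median beta-catenin stain intensity; plate controls were DMSO negative control for no effect and GSK-3 inhibitor IX positive control for full effect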
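test system = HeLa cells, endogenous beta-catenin | dosing = single 5 µM dose plus 0.02–20 µM confirmation series | times = compound treatment 24 h, 37°C, 5% CO2 | technique = beta-catenin immunofluorescence imaging with DAPI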
M17LAP inhibition = P. falciparum M17LAP inhibitors, primary screen, biochemical, fluorogenic H-Leu-NHMec substrate, 1536-well (AID 1619); recombinant M17LAP, H-Leu-NHMec fluorogenic kinetic assay; higher % means a stronger effect; one-dose inhibition, % at 30 µM; IC50 in µM for titrated hits; 0.38% of 220,000 active;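 active means compound inhibiting the enzyme by more than half at any dose during confirmatory dose-response retesting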;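 further: plate controls were full reaction with DMSO carrier for no effect and no enzyme background for full effect; strong numbers were not always called active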
Yfh1-depleted yeast = mitochondrial function rescue without frataxin homolog – Friedreich's ataxia, plus single-dose screen, dose response (AID 1465); S. cerevisiae Yfh1-off respiration, WST-1 reduction, 72 h; higher fold induction means a stronger effect; one-dose fold induction at 50 µM; EC50 in µM for titrated hits; 0.074% of 220,000 active;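 active means fold induction of absorbance versus untreated yeast above a set limit, then at least 30% activation at any dose in follow-up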;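 further: activators that raise dye reduction in frataxin-depleted yeast; strong numbers were not always called active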
WT yeast gro inh mutant strain = recorded beside WT yeast gro inh, whose call it bears; inhibition, %; mitochondrial fusion phenotypic screen, mutant strain inhibition
Dynein transport cytoplasmic EGFP = further read-out of Dynein transport, marked with its call; z-score; measured here: cytoplasmic GR-EGFP intensity; active compounds read high
Dynein transport nuclear GR-EGFP = also measured in Dynein transport; calls as there; z-score; measured here: nuclear GR-EGFP intensity;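 lower value marks the stronger effect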
Dynein transport cell count = further read-out of Dynein transport, marked with its call; z-score; measured here: cell count per field
bCat nuc transl cell count 5 µM = further read-out of bCat nuc transl, marked with its call; cell count; measured here: cell count, cytotoxicity flag
T cell modulator vesicle-bound % = also measured in T cell modulator; calls as there; double positive events, %; measured here: CD8+ vesicle-bound cell fraction;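 binding gate set so that unloaded-vesicle control wells show 10% double positive cells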
MT stabilizer Hoechst-high % = recorded beside MT stabilizer, whose call it bears; % Hoechst-high responders; measured here: nuclear condensation Hoechst responders;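 share of cells brighter than vehicle mean plus two SD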
MT stabilizer cytotoxicity % = recorded beside MT stabilizer, whose call it bears; toxicity, %; measured here: cytotoxicity by cell density;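 0% = mean cell density of plate MIN control wells and 100% = no cells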
Autophagy HCS cell loss 18 h = recorded beside Autophagy HCS, whose call it bears; toxicity, %; measured here: cell loss, nuclei count;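 cell loss after 18 h compound exposure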
* hit, by the source's call. This is a random part of the collection; any-hit rate near 4.4%.

For COc1nc(Nc2ccc(OC)c(Cl)c2)nc(OC)n1 the results were P. falciparum M1AAP 4%, WT yeast gro inh 5, Autophagy HCS inactive, Dynein transport 0.078, T cell modulator inactive, MT stabilizer 2.6, bCat nuc transl -0.5, M17LAP inhibition -4%, Yfh1-depleted yeast inactive, WT yeast gro inh mutant strain 9, Dynein transport cytoplasmic EGFP -0.19, Dynein transport nuclear GR-EGFP 0.08, Dynein transport cell count 1, bCat nuc transl cell count 5 µM 1012, T cell modulator vesicle-bound % 28, MT stabilizer Hoechst-high % 2.7, MT stabilizer cytotoxicity % 5.8 and Autophagy HCS cell loss 18 h -8.
Screening CN(CC(=O)Nc1ccc(F)cc1)C(=O)COc1ccc(C(=O)c2ccccc2)cc1 returned P. falciparum M1AAP 2%, WT yeast gro inh 22, Autophagy HCS inactive, Dynein transport 0.31, T cell modulator inactive, MT stabilizer 4.5, bCat nuc transl 0.1, M17LAP inhibition 5%, Yfh1-depleted yeast inactive, WT yeast gro inh mutant strain 0, Dynein transport cytoplasmic EGFP -0.068, Dynein transport nuclear GR-EGFP 0.39, Dynein transport cell count -0.66, bCat nuc transl cell count 5 µM 1103, T cell modulator vesicle-bound % 5, MT stabilizer Hoechst-high % 3.0, MT stabilizer cytotoxicity % 0.2 and Autophagy HCS cell loss 18 h 26.
For Cn1ncc(Br)c1C(=O)Nc1ccc(F)cc1F the results were P. falciparum M1AAP 12%, WT yeast gro inh -5, Autophagy HCS inactive, Dynein transport -0.67, T cell modulator inactive, MT stabilizer 1.2, M17LAP inhibition 0%, Yfh1-depleted yeast inactive, WT yeast gro inh mutant strain -12, Dynein transport cytoplasmic EGFP -0.24, Dynein transport nuclear GR-EGFP -0.29, Dynein transport cell count 0.99, T cell modulator vesicle-bound % 30, MT stabilizer Hoechst-high % 1.5, MT stabilizer cytotoxicity % 7.9 and Autophagy HCS cell loss 18 h -1.
Screening Cc1ccc(S(=O)(=O)c2ccc(NN)cc2)cc1 returned P. falciparum M1AAP 7%, WT yeast gro inh 28, Autophagy HCS inactive, Dynein transport -0.64, MT stabilizer 2.6, bCat nuc transl -0.3, M17LAP inhibition 21%, Yfh1-depleted yeast inactive, WT yeast gro inh mutant strain 3, Dynein transport cytoplasmic EGFP -0.15, Dynein transport nuclear GR-EGFP -0.45, Dynein transport cell count 0.56, bCat nuc transl cell count 5 µM 1135, MT stabilizer Hoechst-high % 2.4, MT stabilizer cytotoxicity % 7.0 and Autophagy HCS cell loss 18 h 12.
`CCN1CCN(C(=O)c2ccc(Cn3c(=O)[nH]c4cc(OC)c(OC)cc4c3=O)cc2)CC1` gave P. falciparum M1AAP 1%, WT yeast gro inh 23, Autophagy HCS inactive, Dynein transport -0.83, T cell modulator inactive, MT stabilizer 2.5, M17LAP inhibition 4%, Yfh1-depleted yeast inactive, WT yeast gro inh mutant strain 25, Dynein transport cytoplasmic EGFP -0.16, Dynein transport nuclear GR-EGFP -0.23, Dynein transport cell count 0.62, T cell modulator vesicle-bound % 19, MT stabilizer Hoechst-high % 1.4, MT stabilizer cytotoxicity % 6.4 and Autophagy HCS cell loss 18 h -12.
Screening Cc1ccc(Sc2c(CO)c(-c3ccccc3)nn2C)cc1 returned P. falciparum M1AAP 9%, WT yeast gro inh -17, Autophagy HCS inactive, Dynein transport 0.49, T cell modulator inactive, MT stabilizer 5.7, bCat nuc transl 1.2, M17LAP inhibition -5%, Yfh1-depleted yeast inactive, WT yeast gro inh mutant strain -14, Dynein transport cytoplasmic EGFP -0.2, Dynein transport nuclear GR-EGFP 0.18, Dynein transport cell count 0.44, bCat nuc transl cell count 5 µM 1064, T cell modulator vesicle-bound % 43, MT stabilizer Hoechst-high % 65, MT stabilizer cytotoxicity % 25 and Autophagy HCS cell loss 18 h 40.
`COc1ccc(/C(C)=N/NC(=O)CCC(=O)Nc2ccc(Cl)cc2Cl)c(OC)c1` gave P. falciparum M1AAP -2%, WT yeast gro inh 4, Autophagy HCS inactive, Dynein transport 0.81, T cell modulator inactive, MT stabilizer 8.5, bCat nuc transl -1.2, M17LAP inhibition -10%, Yfh1-depleted yeast inactive, WT yeast gro inh mutant strain -14, Dynein transport cytoplasmic EGFP -0.27, Dynein transport nuclear GR-EGFP 0.096, Dynein transport cell count -0.59, bCat nuc transl cell count 5 µM 566, T cell modulator vesicle-bound % 58, MT stabilizer Hoechst-high % 2.8, MT stabilizer cytotoxicity % 1.5 and Autophagy HCS cell loss 18 h -2.
CC(C)(O)C(=O)NN(C(=O)c1ccccc1)c1cccc(Br)c1 was read as P. falciparum M1AAP 4%, WT yeast gro inh -20, Autophagy HCS inactive, Dynein transport -0.096, T cell modulator inactive, MT stabilizer 3.1, bCat nuc transl -3.0, M17LAP inhibition 10%, Yfh1-depleted yeast inactive, WT yeast gro inh mutant strain -13, Dynein transport cytoplasmic EGFP -0.22, Dynein transport nuclear GR-EGFP 0.068, Dynein transport cell count 0.51, bCat nuc transl cell count 5 µM 1028, T cell modulator vesicle-bound % 32, MT stabilizer Hoechst-high % 1.4, MT stabilizer cytotoxicity % 7.5 and Autophagy HCS cell loss 18 h 1.
`CCC(CC)c1nnc(NC(=O)C2CC(=O)N(c3ccc4c(c3)OCCO4)C2)s1` (stereo unspecified) gave P. falciparum M1AAP -2%, WT yeast gro inh -1, Autophagy HCS inactive, Dynein transport 0.042, T cell modulator inactive, MT stabilizer 2.3, bCat nuc transl 3.7, M17LAP inhibition -2%, Yfh1-depleted yeast inactive, WT yeast gro inh mutant strain 1, Dynein transport cytoplasmic EGFP -0.21, Dynein transport nuclear GR-EGFP 0.18, Dynein transport cell count -0.16, bCat nuc transl cell count 5 µM 1110, T cell modulator vesicle-bound % 7, MT stabilizer Hoechst-high % 3.1, MT stabilizer cytotoxicity % 1.3 and Autophagy HCS cell loss 18 h 10.
Screening O=C(NCc1cn2ccsc2n1)c1cccc(C(F)(F)F)c1 returned P. falciparum M1AAP 2%, WT yeast gro inh -1, Autophagy HCS inactive, Dynein transport -0.41, T cell modulator inactive, MT stabilizer 2.8, M17LAP inhibition 10%, Yfh1-depleted yeast inactive, WT yeast gro inh mutant strain -1, Dynein transport cytoplasmic EGFP -0.21, Dynein transport nuclear GR-EGFP -0.083, Dynein transport cell count 0.44, T cell modulator vesicle-bound % 4, MT stabilizer Hoechst-high % 2.3, MT stabilizer cytotoxicity % 10 and Autophagy HCS cell loss 18 h -11.
Screening CCOc1ccc2ccccc2c1C(=O)N1CCOCC1 returned P. falciparum M1AAP 4%, WT yeast gro inh 9, Autophagy HCS inactive, Dynein transport -0.43, T cell modulator inactive, MT stabilizer 2.5, M17LAP inhibition -4%, Yfh1-depleted yeast inactive, WT yeast gro inh mutant strain 7, Dynein transport cytoplasmic EGFP -0.24, Dynein transport nuclear GR-EGFP 0.0063, Dynein transport cell count -0.46, T cell modulator vesicle-bound % 9, MT stabilizer Hoechst-high % 2.5, MT stabilizer cytotoxicity % 4.3 and Autophagy HCS cell loss 18 h -6.
For CSC1=NCCN1C(=O)Cc1ccc(Cl)cc1 the results were P. falciparum M1AAP -1%, WT yeast gro inh 9, Autophagy HCS inactive, Dynein transport -0.57, T cell modulator inactive, MT stabilizer 1.7, M17LAP inhibition 4%, Yfh1-depleted yeast inactive, WT yeast gro inh mutant strain 14, Dynein transport cytoplasmic EGFP -0.25, Dynein transport nuclear GR-EGFP -0.25, Dynein transport cell count 0.53, T cell modulator vesicle-bound % 47, MT stabilizer Hoechst-high % 3.1, MT stabilizer cytotoxicity % 3.0 and Autophagy HCS cell loss 18 h 5.
Screening O=C(O)CC1(CC(=O)NCc2ccncc2)CCCCC1 returned P. falciparum M1AAP -4%, Dynein transport 0.66, T cell modulator inactive, bCat nuc transl 2.3, M17LAP inhibition 11%, Yfh1-depleted yeast inactive, Dynein transport cytoplasmic EGFP -0.12, Dynein transport nuclear GR-EGFP 0.23, Dynein transport cell count 0.057, bCat nuc transl cell count 5 µM 875 and T cell modulator vesicle-bound % 52.
COc1ccccc1NC(=O)COc1ccc(C(=O)NC2CCCc3ccccc32)cc1OC (stereo unspecified) was read as P. falciparum M1AAP 3%, WT yeast gro inh 7, Autophagy HCS inactive, Dynein transport 0.25, T cell modulator inactive, MT stabilizer 2.4, bCat nuc transl 1.3, M17LAP inhibition -2%, Yfh1-depleted yeast inactive, WT yeast gro inh mutant strain 7, Dynein transport cytoplasmic EGFP -0.28, Dynein transport nuclear GR-EGFP 0.29, Dynein transport cell count 0.17, bCat nuc transl cell count 5 µM 1134, T cell modulator vesicle-bound % 44, MT stabilizer Hoechst-high % 3.4, MT stabilizer cytotoxicity % 3.9 and Autophagy HCS cell loss 18 h 9.
